# Compound activity from PubChem BioAssay.
# FAS TE block – FAS thioesterase domain inhibitors, primary screen, biochemical, fluorescence intensity, uHTS; Fatty acid synthase (Homo sapiens), P49327; recombinant FAS-TE, OMFH fluorogenic substrate, fluorescence endpoint; inhibition, % at 15 µM; hit rate 0.67% among 360,000; AID 602261, 2012;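 active means compounds whose normalised, plate-corrected inhibition of enzyme fluorescence in the single-dose primary screen is 50% or more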;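 further: 0% = DMSO with enzyme and 100% = substrate without enzyme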
# SKN-1 inh – suppressors of acrylamide-induced Pgst-4::GFP reporter in worms, primary screen, SKN-1 inhibitor project, whole organism, uHTS, GFP/RFP fluorescence ratio, strain VP596; C. elegans VP596 Pgst-4::GFP/RFP ratio, 24 h; inhibition, % at 21.8 µM; hit rate 0.49% among 360,000; AID 624304, 2012;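 active means interference check ratio from 0.5 to 1.5 plus GFP to RFP signal ratio inhibition reaching or exceeding a fixed threshold, cut at about 30% in these data, passing the limit was not always enough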; further: some compounds called inactive have numbers as strong as hits
# PABP1 MLLE inh – inhibitors of PABP1 MLLE–PAM2 peptide binding, primary screen, biochemical, fluorescence polarization, FITC-PAM2, GST-MLLE; Polyadenylate-binding protein 1 (Homo sapiens), P11940; inhibition, % at 20 µM; hit rate 0.36% among 360,000; AID 588489, 2011; in the data active means inhibition above about 35%, passing the limit was not always enough;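 further: plate controls were DMSO wells with GST-MLLE for no effect and wells lacking GST-MLLE protein for full effect; some results filed as inactive read as strong as hits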
# Target sequence (P11940 whole entry, looked up): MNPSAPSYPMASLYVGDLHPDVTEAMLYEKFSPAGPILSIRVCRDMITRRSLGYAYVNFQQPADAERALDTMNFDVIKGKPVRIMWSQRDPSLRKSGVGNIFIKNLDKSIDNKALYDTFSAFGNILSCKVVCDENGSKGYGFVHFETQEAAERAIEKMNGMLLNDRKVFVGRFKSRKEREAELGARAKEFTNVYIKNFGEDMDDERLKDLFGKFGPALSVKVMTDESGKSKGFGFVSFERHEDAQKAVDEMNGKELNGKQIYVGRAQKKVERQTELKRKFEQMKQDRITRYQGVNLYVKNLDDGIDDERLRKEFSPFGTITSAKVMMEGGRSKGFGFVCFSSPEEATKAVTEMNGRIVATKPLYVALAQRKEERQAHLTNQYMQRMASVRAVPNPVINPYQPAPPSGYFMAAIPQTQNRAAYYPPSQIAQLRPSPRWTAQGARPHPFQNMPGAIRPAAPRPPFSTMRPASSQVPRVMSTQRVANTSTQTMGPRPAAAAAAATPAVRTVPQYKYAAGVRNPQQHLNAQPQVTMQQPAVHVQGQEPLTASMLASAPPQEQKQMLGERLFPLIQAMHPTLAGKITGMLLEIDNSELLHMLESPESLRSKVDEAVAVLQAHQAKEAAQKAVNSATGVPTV
# CSN inh – inhibitors of CSN-mediated cullin deneddylation, primary screen, biochemical, fluorescence polarization, uHTS | COP9 signalosome complex subunit 5 (Homo sapiens), Q92905 | Purified CSN, SCF-Nedd8-OG deneddylation | inhibition, % at 12.5 µM | AID 651999, 2013 | hit rate 0.38% among 360,000;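 active means pattern-corrected inhibition above about 35%, with an unprinted fluorescence ratio check between 0.5 and 1.5, limit read from the data, passing the limit was not always enough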;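 further: 0% = enzyme with substrate and 100% = substrate without enzyme; some results filed as inactive read as strong as hits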
#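 Assay system: purified human Csn5 enzyme expressed in HEK293T cells; measure: % inhibition; also added: SCFSkp2-Nedd8OG substrate at 10 nM final; technique: fluorescence polarization; times: reaction 90 min, room temperature; medium: Tris buffer pH 7.5, NaCl, DTT, Tween-20, trehalose, ovalbumin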
# Neddyl block – inhibitors of cullin neddylation, primary screen, biochemical, TR-FRET, uHTS, NAE and Ubc12; hit rate 0.58% among 360,000; calls only at 25 µM; in the data active means inhibition above about 36%
# Rpn11 block – Rpn11 (PSMD14) deubiquitinase inhibitors, primary screen, biochemical, fluorescence polarization, uHTS | human 26S proteasome, Ub4-pepOG fluorescence polarization; 20S core pre-blocked with epoxomicin | calls only at 20 µM | hit rate 0.59% among 360,000;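 active means inhibition at 20 µM, scaled to each plate's controls, above about 33%, limit read from the data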
# Target sequence (O00487 whole entry, looked up): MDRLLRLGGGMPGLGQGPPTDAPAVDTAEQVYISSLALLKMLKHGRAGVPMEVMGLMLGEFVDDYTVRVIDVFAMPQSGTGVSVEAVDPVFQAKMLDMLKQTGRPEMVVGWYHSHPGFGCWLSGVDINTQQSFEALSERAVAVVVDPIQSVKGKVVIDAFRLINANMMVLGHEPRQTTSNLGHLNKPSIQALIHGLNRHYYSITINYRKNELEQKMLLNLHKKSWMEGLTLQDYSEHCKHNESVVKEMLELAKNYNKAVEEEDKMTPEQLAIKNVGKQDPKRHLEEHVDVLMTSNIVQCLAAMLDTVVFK
# MT1-MMP act inh – blockers of MT1-MMP proenzyme processing, primary screen, HT1080 RFP-PRO-GFP cells, GFP/RFP fluorescence; GFP/RFP ratio fluorescence, overnight; percent of plate control window, DMSO zero; GFP/RFP ratio change, % at 20 µM; Matrix metalloproteinase-14 (Homo sapiens), P50281; hit rate 0.061% among 360,000;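 active means GFP/RFP ratio change of at least 30% with cell ATP level not reduced by more than half and red fluorescence within 50% of control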; further: strong numbers were not always called active
#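 Material – HT1080 RFP-PRO-GFP cells · Control set – DMSO wells and RFP-L50D-GFP cells · Incubation – overnight cell settling, then overnight compound exposure, 37 °C, 5% CO2 · Compound dosing – single-point 20 µM compound, 1% DMSO · Read-out – GFP/RFP fluorescence ratio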
# NadD inh – inhibitors of S. aureus NadD, primary screen, biochemical, colorimetric, uHTS | inhibition, % at 20 µM | hit rate 0.78% among 360,000 | purified NadD enzyme, colorimetric absorbance read-out | Nicotinate-nucleotide adenylyltransferase NadD (Staphylococcus aureus N315); in the data active means inhibition above about 26%; further: some compounds past the cut are filed as inactive
# Rin1 Abl inh – inhibitors of Rin1-Abl protein binding, primary screen, biochemical, TR-FRET | inhibition, % at 7.35 µM | hit rate 0.4% among 360,000 | AID 588664, 2011; in the data active means inhibition above about 5%, passing the limit was not always enough
# * hit, by the source's call; i = inactive; / = no result given; + = active, no number.
SMILES,FAS TE block,SKN-1 inh,PABP1 MLLE inh,CSN inh,Neddyl block,Rpn11 block,MT1-MMP act inh,NadD inh,Rin1 Abl inh
O=C(CCC(=O)c1ccc(Oc2ccccc2)cc1)Nc1ccc(C(=O)O)cc1,-5,-18,-7,6,i,i,-1,-1,-2
O=P(c1ccccc1)(c1ccccc1)C(c1ccco1)N1CCOCC1 (centres undefined),-13,-13,0,1,i,i,2,1,1
CNS(=O)(=O)c1ccc(CNC[C@H]2O[C@@H](n3cc(C)c(=O)[nH]c3=O)C[C@@H]2O)cc1,-6,2,8,1,i,i,-1,2,1
O=C1c2c(O)cc(O)cc2O[C@H](c2ccc(O)c(O)c2)[C@H]1O,2,2,-15,-5,i,i,-6,-2,1
CCn1ncc(CNC(=O)CCSc2nc(-c3ccco3)cc(C(F)(F)F)n2)c1C,0,19,5,3,i,i,3,3,-5
C[C@@H]1CC[C@H](O)/C=C/C(=O)O[C@H](C)CC[C@H](O)/C=C/C(=O)O1,-4,1,-8,-2,i,i,-8,0,-4
CCCNC(=O)CCC(NS(=O)(=O)c1ccc(C)cc1)C(=O)NCCC (centres undefined),-12,-7,3,-4,i,i,-2,0,0
CCCN1C[C@H](CSC)C[C@@H]2c3cccc4[nH]cc(c34)C[C@H]21,-5,-19,20,0,i,i,-10,-5,-2
Cc1ccccc1NC(=O)c1ccc(NC(=O)C2CC(=O)OC23CCCCC3)cc1 (centres undefined),1,6,21,1,i,i,5,-5,-1
O=C(Cc1cccs1)NCCS(=O)(=O)N1CCN(c2ccccc2F)CC1,-3,3,-14,3,i,i,-2,-2,5

# Compounds listed so far with nitrogen in an aromatic ring (3):
SMILES,FAS TE block,SKN-1 inh,PABP1 MLLE inh,CSN inh,Neddyl block,Rpn11 block,MT1-MMP act inh,NadD inh,Rin1 Abl inh
CNS(=O)(=O)c1ccc(CNC[C@H]2O[C@@H](n3cc(C)c(=O)[nH]c3=O)C[C@@H]2O)cc1,-6,2,8,1,i,i,-1,2,1
CCn1ncc(CNC(=O)CCSc2nc(-c3ccco3)cc(C(F)(F)F)n2)c1C,0,19,5,3,i,i,3,3,-5
CCCN1C[C@H](CSC)C[C@@H]2c3cccc4[nH]cc(c34)C[C@H]21,-5,-19,20,0,i,i,-10,-5,-2

# New compounds follow
SMILES,FAS TE block,SKN-1 inh,PABP1 MLLE inh,CSN inh,Neddyl block,Rpn11 block,MT1-MMP act inh,NadD inh,Rin1 Abl inh
CC(=O)c1ccc(NC(=O)CSC(=S)N2CCCC2)cc1,2,0,4,4,i,i,4,0,-2
O=C(NCc1ccccc1)c1cc(-c2cccs2)on1,3,5,3,6,i,i,3,-6,-1
NC(=O)C1CCN(C(=O)CC2(CC(=O)O)CCCCC2)CC1,-9,-1,-4,-1,i,i,1,-3,1
COc1ccc(C(=O)Nc2cc(Cl)ccc2N2CCOCC2)cc1S(=O)(=O)N1CCOCC1,9,22,10,-4,i,i,-1,-6,-3
COC(=O)C(NC(=O)c1ccccc1)C(C)(C)SCc1ccccc1 (centres undefined),1,-1,1,8,i,i,0,-4,2
Nc1nc2ccccc2cc1C(=O)NCc1cccs1,/,12,/,-3,/,/,1,/,/
CC(c1nnc(SCC(=O)c2c(N)n(C)c(=O)n(C)c2=O)n1-c1ccc(Cl)cc1)N(C)C (centres undefined),-5,20,-49,3,i,i,-5,7,4
COCCOC(=O)C1=C(C)N=C2SCCC(=O)N2C1c1cccs1 (centres undefined),-4,-3,-29,-7,i,i,-1,-5,-4
CC(=O)Nc1ccc(NC(=O)c2csc([C@@H]3O[C@H](CO)[C@H](O)[C@H](O)[C@H]3O)n2)cc1,-10,6,-3,1,i,i,5,2,2
O=C(Nc1nc2ccccc2s1)c1cccc(N2C(=O)CCC2=O)c1,-3,-14,-1,1,i,i,2,-3,1
CN(C)CCCNS(=O)(=O)c1ccc(Cl)s1,-9,3,0,3,i,i,1,2,2
O=C(Cc1ccccc1)Nc1ccc(N2CCCC2)cc1,-22,-3,-21,11,i,i,3,41*,0
CCS(=O)(=O)N1CCN(Cc2ccccc2OC)CC1,-10,0,-15,2,i,i,6,1,0
C#Cc1ccc([C@H]2C=C(C(=O)N3CCN(Cc4ccccc4)CC3)O[C@@H](OCc3ccc(CO)cc3)C2)cc1,5,1,21,3,i,i,-1,15,-1
Cc1ccc(-n2nc3c(c2NC(=O)c2cc4ccccc4o2)CS(=O)(=O)C3)cc1,6,-2,20,0,i,i,3,-1,-1
CN1CCC(N(C)C(=O)COc2ccccc2Cl)CC1,-6,2,-8,-5,i,i,2,-2,2
CCN(CC)c1ccc(NC(=O)CN2CCN(c3ccc(F)cc3)CC2)cc1,10,-4,-12,-4,i,i,-2,4,-2
CCOc1ccc(NC(=O)c2cccc(OC(=S)N3CCC(C)CC3)c2)cc1,19,-19,-3,-4,i,i,5,-9,2
CCCCn1c(N)c(N(CCC(C)C)C(=O)C2CC(=O)N(c3ccccc3OCC)C2)c(=O)[nH]c1=O (centres undefined),-6,-2,5,-1,i,i,-3,4,-2
CC(C)S(=O)(=O)c1cnc(-c2cccnc2)nc1N,-7,-3,11,1,i,i,2,-2,1

# Structural class: the compounds so far with an aryl methoxy group (2)
SMILES,FAS TE block,SKN-1 inh,PABP1 MLLE inh,CSN inh,Neddyl block,Rpn11 block,MT1-MMP act inh,NadD inh,Rin1 Abl inh
COc1ccc(C(=O)Nc2cc(Cl)ccc2N2CCOCC2)cc1S(=O)(=O)N1CCOCC1,9,22,10,-4,i,i,-1,-6,-3
CCS(=O)(=O)N1CCN(Cc2ccccc2OC)CC1,-10,0,-15,2,i,i,6,1,0

# Next results follow:
SMILES,FAS TE block,SKN-1 inh,PABP1 MLLE inh,CSN inh,Neddyl block,Rpn11 block,MT1-MMP act inh,NadD inh,Rin1 Abl inh
N#C/C(=C\Nc1ccc2c(c1)OCCO2)c1nc(-c2ccccc2)cs1,18,1,-4,-2,i,i,-3,3,5
COc1ccccc1C(=O)NNc1ncc(C)s1,-8,26,20,1,i,i,-3,6,2
N=c1sccn1CC(=O)Nc1cc(Cl)ccc1[N+](=O)[O-],-18,13,-2,2,i,i,-4,3,0
O=C(CN1CCCC1)Nc1cc(C(F)(F)F)ccc1Cl,-2,2,-6,-10,i,i,2,-6,2
N#CCCn1nc(-c2ccccc2)c2ccccc2c1=O,-5,16,6,-4,i,i,-3,-4,1
Cn1cc(S(=O)(=O)N2CCOCC2)cc1C(=O)NCc1ccc(Cl)cc1,0,3,3,-1,i,i,-3,3,-4
O=c1[nH]c(CN2CCN(S(=O)(=O)c3ccccc3C(F)(F)F)CC2)nc2sc3c(c12)CCCC3,47,1,-34,3,i,+,2,10,-7
COCCN(C(=O)COC(=O)/C(=C/c1ccccc1)NC(C)=O)c1c(N)n(Cc2ccccc2)c(=O)[nH]c1=O,-3,3,6,1,i,i,-3,1,3
O=C(c1cc(-c2ccc(F)cc2)on1)N1CCCCCC1,10,7,3,6,i,i,-3,-3,0
N#CC1(NC(=O)COC(=O)C2=COCCO2)CCCCC1,-4,14,-12,-3,i,i,0,-8,0
CC(C)(C)c1ccc(/C=C/C(=O)c2ccc(NC3=NCCCS3)cc2)cc1,-53,-6,1,14,i,i,-16,10,2
COc1cccc(C(=O)NCCC2=CCCCC2)c1OC,-4,2,-5,5,i,i,2,-3,1
CCSc1nnc(N2C(=O)C(O)=C(C(=O)c3ccco3)C2c2cccc(OC)c2)s1 (centres undefined),-12,2,30,-4,i,i,-44,10,-1
Cc1cc(C(=O)CN2C(=O)c3cccc(N)c3C2=O)c(C)n1Cc1cccs1,14,-2,9,-7,/,i,-6,7,-3
CCNC(=O)C1(C)CCCN(Cc2ccc(Oc3ccccc3)cc2)C1 (centres undefined),-6,15,8,-2,i,i,-1,-7,-2
Cc1ccccc1COc1cccc(/C=N/NC(=O)c2nnn(-c3nonc3N)c2C)c1,-5,7,-15,-3,i,i,6,22,-1
Cc1ccc(C(=O)NCc2ccccn2)cc1S(=O)(=O)N1CCCCC1,-2,10,1,-2,i,i,-1,-4,-6
O=C(Nc1ccncc1)C1COc2ccccc2O1 (centres undefined),-7,-11,0,4,i,i,4,6,1
O=C(COC(=O)c1ccc(Cl)c(S(=O)(=O)N2CCCCC2)c1)NC1CCCCC1,7,4,4,1,i,i,-2,-2,0
CCc1ccc(NC(=O)C2CCCN(S(=O)(=O)c3c(C)[nH]c(=O)[nH]c3=O)C2)cc1 (centres undefined),0,7,3,-4,i,i,-1,7,-2

# Sorted by heavy-atom count (ascending): 3 of the compounds above
SMILES,FAS TE block,SKN-1 inh,PABP1 MLLE inh,CSN inh,Neddyl block,Rpn11 block,MT1-MMP act inh,NadD inh,Rin1 Abl inh
O=P(c1ccccc1)(c1ccccc1)C(c1ccco1)N1CCOCC1 (centres undefined),-13,-13,0,1,i,i,2,1,1
CCc1ccc(NC(=O)C2CCCN(S(=O)(=O)c3c(C)[nH]c(=O)[nH]c3=O)C2)cc1 (centres undefined),0,7,3,-4,i,i,-1,7,-2
Cc1ccccc1COc1cccc(/C=N/NC(=O)c2nnn(-c3nonc3N)c2C)c1,-5,7,-15,-3,i,i,6,22,-1

# Following part:
SMILES,FAS TE block,SKN-1 inh,PABP1 MLLE inh,CSN inh,Neddyl block,Rpn11 block,MT1-MMP act inh,NadD inh,Rin1 Abl inh
Cc1nc2cc(NS(=O)(=O)c3ccc(Br)cc3)ccc2n1C,-1,4,7,11,i,i,1,-8,2
COc1ccc(C)cc1NC(=O)COC(=O)C1COc2ccccc2O1 (centres undefined),-2,5,-5,-3,i,i,0,-2,2
CCc1ccccc1NC(=O)CNC(=O)c1ccccc1OCc1c(C)noc1C,-9,-1,-1,-2,i,i,-2,-2,1
CCN(CC)CCN(C)C1CCC(c2ccccc2)CC1 (centres undefined),-13,0,-5,-3,i,i,1,-7,-3
CCC(C)NC(=O)c1cc2c(=O)n(CC)c3ccccc3c2s1 (centres undefined),2,31,8,1,i,i,2,-7,-5
O=C(CSc1nnc(Cc2ccccc2)o1)c1ccccc1,0,3,-34,-2,i,i,1,-1,-2
Cc1cc2oc(C(=O)Nc3ccc(S(=O)(=O)Nc4ncccn4)cc3)cc(=O)c2cc1Cl,-5,8,8,3,i,i,3,1,0
OCCN1CCN(C(=S)c2ccc(Cl)cc2)CC1,-7,-20,22,4,i,i,-2,1,2
Cn1cc(/C=C/c2cc[n+](C)cc2)c2cc(F)ccc21,-24,-40,-43,-74,i,/,-153,15,-106
